From PubChem BioAssay
Lipid storage S3 = qHTS Assay for Lipid Storage Modulators in Drosophila S3 Cells; Drosophila S3 cells, BODIPY lipid droplet fluorescence, 18-24 h; cells fed with added oleic acid; Potency in µM for hits, for the others lipid storage change, negative = inhibition, % at the top dose, mostly 46.1 µM; 320,000 compounds, 0.64% hits; active = well fitted inhibition curve with a large enough effect in the signal ratio, with a control signal flat, not every such curve was filed as active; inconclusive = small, poorly fitted or top-dose-only effect, or effect the other way, or a change in a side signal; the % refers to the signal ratio
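Drosophila S3 cells loaded with oleic acid (400 uM, as added) and compounds at several concentrations; lipid droplets imaged by 488-nm laser-scanning cytometry, 500–530 nm intensity and object ratio to cell channel. Percent activity normalized to 20 uM Triacsin C.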
Lipid storage S3 cell count max = further read-out of Lipid storage S3, marked with its call; cell number change, %; measured here: cell count max response;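 cells counted by Cell Tracker Red CMTPX staining in the red channel; peak over a dose series mostly up to 46.1 µM; percent activity relative to internal control wells on each plate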
Starred values were filed as active, the others as inactive; i = inactive; ? = inconclusive; . = no result given; [ ] = another dose, or the depositor's remark. % is set by controls: 0 for no effect and ±100 for the full control effect; potency is the fitted concentration of half-maximal effect. Only part of the results is shown; the hit share may differ from the screen's.

The opening 14 compounds as a preview:
SMILES | Lipid storage S3 | Lipid storage S3 cell count max
CCOC(=O)CSc1nc2ccccc2c(=O)n1C1CCCC1 | ? | .
O=C1[C@@H]2CSCN2C(=O)CN1Cc1c(F)cccc1Cl | 3% | 11
Cc1cccc(NC(=O)c2ccc(S(=O)(=O)C(F)F)cc2)c1C | ? | .
COC(=O)CSC1=C(C#N)C(c2ccc(F)cc2)CC(=O)N1 (stereo not given) | ? | .
Cc1nnc(N2C(=O)C(O)=C(C(=O)c3ccco3)C2c2cccc3ccccc23)s1 (stereo not given) | -3% | 20
COc1ccc(N2CCN(C(=O)NC(=O)c3ccccc3)CC2)cc1 | ? | .
Cc1ccc(C(=O)OCc2ccc3c(c2)OCO3)cc1S(=O)(=O)N1CCCCC1 | i | .
CCOC(=O)c1cn2nc(Oc3cccc(C(F)(F)F)c3)ccc2n1 | 5% | 1
COc1ccc(/C=N/NC(=O)c2cc3cc(OC)c(OC)cc3[nH]2)cc1 | ? | .
COc1ccc(CCn2nnnc2C(C(C)C)N2CCN(c3ncccn3)CC2)cc1OC (stereo not given) | ? | .
O=C(CCN1CCCCC1)NCC1OCCc2ccccc21 (stereo not given) | i | -2
COc1ccc(OC)c(-n2c(SC)nnc2-c2c[nH]c3ccccc23)c1 | -4% | -2
COc1ccc(C(F)(F)F)cc1N/C=C\c1nnnn1-c1ccccc1 | ? | .
CCOC(=O)N1CCC(N(CCCOC)C(=O)Nc2cccc(OC)c2)CC1 | -10% | 2

This part in full, repeating the preview:
SMILES | Lipid storage S3 | Lipid storage S3 cell count max
CCOC(=O)CSc1nc2ccccc2c(=O)n1C1CCCC1 | ? | .
O=C1[C@@H]2CSCN2C(=O)CN1Cc1c(F)cccc1Cl | 3% | 11
Cc1cccc(NC(=O)c2ccc(S(=O)(=O)C(F)F)cc2)c1C | ? | .
COC(=O)CSC1=C(C#N)C(c2ccc(F)cc2)CC(=O)N1 (stereo not given) | ? | .
Cc1nnc(N2C(=O)C(O)=C(C(=O)c3ccco3)C2c2cccc3ccccc23)s1 (stereo not given) | -3% | 20
COc1ccc(N2CCN(C(=O)NC(=O)c3ccccc3)CC2)cc1 | ? | .
Cc1ccc(C(=O)OCc2ccc3c(c2)OCO3)cc1S(=O)(=O)N1CCCCC1 | i | .
CCOC(=O)c1cn2nc(Oc3cccc(C(F)(F)F)c3)ccc2n1 | 5% | 1
COc1ccc(/C=N/NC(=O)c2cc3cc(OC)c(OC)cc3[nH]2)cc1 | ? | .
COc1ccc(CCn2nnnc2C(C(C)C)N2CCN(c3ncccn3)CC2)cc1OC (stereo not given) | ? | .
O=C(CCN1CCCCC1)NCC1OCCc2ccccc21 (stereo not given) | i | -2
COc1ccc(OC)c(-n2c(SC)nnc2-c2c[nH]c3ccccc23)c1 | -4% | -2
COc1ccc(C(F)(F)F)cc1N/C=C\c1nnnn1-c1ccccc1 | ? | .
CCOC(=O)N1CCC(N(CCCOC)C(=O)Nc2cccc(OC)c2)CC1 | -10% | 2
O=C(O)Cc1c(-c2ccccc2)c2cc(Br)ccc2[nH]c1=O | -14% | 11
CNc1ncc(C(=O)c2ccc(F)cc2)s1 | 18% | 0
CC(C)N1C(=O)C(O)(C2COC(C)(C)CC2=O)c2ccccc21 (stereo not given) | -15% | -4
CC(=O)Oc1cccc(/C=C2\Sc3ccccc3C2=O)c1 | -18% | -1
CCCN(CC(=O)Nc1ccc(Cl)cc1Cl)C(=O)/C=C/c1cc(OC)ccc1OC | -6% | 9
CC(=O)c1ccc(OC(=O)COc2ccccc2)cc1 | ? | .
O=P(O)(CN1CCCCC1)CN1CCCCC1 | ? | .
Cc1ccc(NC(=O)c2cccc(OC(F)F)c2)c(OC(F)F)c1 | ? | .
CCOc1ccc(/C=N/OCC(=O)Nc2ccc(OCc3ccccc3)cc2)cc1OC | ? | .
O=C1C(SCCO)=C(SCCO)C(=O)c2ccccc21 | ? | .
COc1c2ccoc2nc2c(OC)c(O)ccc12 | 5% | 10
O=C(CSCc1ccccc1Cl)Nc1c[nH]c(=O)[nH]c1=O | ? | .
Cc1ccc(/C=C/C(=O)NC(=S)Nc2ccccc2C(=O)NC2CCCCC2)cc1 | ? | .
CCN(C(=O)c1c(OC)cccc1OC)c1nnc(-c2cccnc2)s1 | 0% | -5
O=C(Nn1cnnc1)C1Cc2ccccc2CN1S(=O)(=O)c1ccc(F)cc1 (stereo not given) | ? | .
COc1ccc(/C=N/Nc2ccccc2)cc1Cn1nc(C)c([N+](=O)[O-])c1C | ? | .
O=C(Nc1ccc2ccccc2c1)C(=O)C1C(=O)Nc2ccccc21 (stereo not given) | -8% | -8
COc1ccc(CN(C(=O)c2cc(=O)c3ccccc3o2)C2CCS(=O)(=O)C2)cc1 (stereo not given) | 11% | 2
Cc1ccccc1C(=O)NNC(=O)CSc1nc2ccccc2c(=O)[nH]1 | 21% | 6
CCN(CC)CCN(C(=O)c1ccc2c(c1)OCCO2)c1nc2cc(C)cc(C)c2s1 | i | 7
CC(Oc1ccc(Br)cc1)C(=O)N(C)CC(=O)Nc1ccc(N2CCOCC2)cc1 (stereo not given) | 22% | .
O=C(O)COc1ccccc1/C=N/NC(=O)CSc1nc2ccccc2n1Cc1ccc(Cl)cc1 | ? | .
CCCCn1c(=N)n(CC(O)COc2ccccc2)c2ccccc21 (stereo not given) | 18% | -23
COC(=O)c1c(C)n(-c2ccc(C)cc2)c2ccc(O)cc12 | ? | .
Cc1nonc1OCCN1CCN(c2ccc([N+](=O)[O-])cc2)CC1 | 7% | 8
CNC(=O)CC1C(=O)N(c2ccc(F)cc2)C(=S)N1NC(=O)c1ccc(Br)cc1 (stereo not given) | ? | .
CN(C)c1ccc(C2Nc3ccccc3C(=O)N2NS(=O)(=O)c2ccccc2)cc1 (stereo not given) | 10% | .
O=C(N/N=C/c1ccccn1)c1cccc(NC(=O)c2ccc(Cl)cc2)c1 | ? | .
CCOc1ccc2[nH]c(=O)c(CN(CCO)C(=O)c3ccc(Br)cc3)cc2c1 | i | .
COc1ccc(S(=O)(=O)Nc2cccc(Cl)c2)cc1OC | 12% | -1
CCc1ccc(-n2cc(-c3ccc([N+](=O)[O-])cc3)[nH]c2=S)cc1 | 3% | 1
CC(=O)Nc1ccc(NC(=O)COC(=O)Cc2c[nH]c3ccccc23)cc1 | ? | .
CCOC(=O)[C@H]1[C@H]2COc3ccc(Cl)cc3[C@@H]2N2C(=O)c3ccc(Cl)cc3NC(=O)[C@@]12C | ? | .
C(=N\N1CCOCC1)/c1ccsc1 | -25% | -5
COc1ccc(-n2c(O)c(/C=N/Nc3nc(C)cc(C)n3)c3ccccc3c2=O)cc1OC | ? | .
CC(C)=CCN1CCN(Cc2cnc(N3CCCC3)s2)CC1CCO (stereo not given) | ? | .
COc1ccc(C(=O)NCCCCCCNC(=O)c2ccc(OC)cc2)cc1 | ? | .
CCCN1CCN(C(=S)Nc2ccc([N+](=O)[O-])cc2)CC1 | 8% | 3
NS(=O)(=O)c1ccc(NC(=O)COC(=O)COc2ccccc2)cc1 | ? | .
COc1cc(/C=C2/SC(=O)NC2=O)ccc1OC(=O)c1ccco1 | 1% | 7
O=C(CS(=O)(=O)c1cn(CC(=O)N2CCOCC2)c2ccccc12)NCc1ccc(F)cc1 | ? | .
O=c1c(O)c(-c2cccs2)oc2ccc(Cl)cc12 | i | -6
C=CCNC(=O)NC(=O)CN1C(=O)NC(c2ccccc2)(c2ccccc2)C1=O | ? | .
Cc1nc2c3cc(F)ccc3n(Cc3ccccc3)c2s1 | ? | .
CN(Cc1ccccc1)C(=O)c1ncn(C)c1C(=O)N(C)Cc1ccccc1 | ? | .
CCN(CC)S(=O)(=O)c1ccc(Cl)c(C(=O)Nc2nncs2)c1 | -4% | -4

The list goes on:
SMILES | Lipid storage S3 | Lipid storage S3 cell count max
O=C(Cn1ncc2c([nH]c3ccccc32)c1=O)N1CCN(c2ccccn2)CC1 | i | .
CCCCN(C)C1CCN(C(=S)Nc2ccc(OC)cc2)CC1 | ? | .
Nc1cc(=O)nc(SCC(=O)N(C2CCCCC2)C2CCCCC2)n1-c1ccccc1 | -17% | -11
Cc1ccc(NC(=O)c2ccc(S(=O)(=O)NCc3cccnc3)cc2)c(C)c1 | i | 19
CCc1ccccc1NC(=S)N(CCN1CCCCC1)Cc1ccco1 | -1% | 6
O=C(O)C1CCCCC1C(=O)Nc1cccc2ccccc12 (stereo not given) | 5% | 1
O=[N+]([O-])c1ccc(S(=O)(=O)N2CCSC2c2ccco2)cc1 (stereo not given) | ? | .
CCN(CC)CCCNC(=O)c1ccc(OCC(=O)Nc2ccccc2C(F)(F)F)c(OC)c1 | 23% | 19
CCOc1ccc(C(=O)NCC(=O)N2CCCC2)cc1 | ? | .
Cc1ccc(C(=O)NCC(=O)N2CCN(S(=O)(=O)c3cccs3)CC2)s1 | ? | .
Cc1ccc2oc(-c3ccc(NC(=O)c4cccnc4)cc3)nc2c1 | ? | .
CCS(=O)(=O)N1CCN(Cc2c[nH]c3ccccc23)CC1 | ? | .
Cc1cc(C)cc(OCCCCCNCCO)c1 | -1% | -18
CC(=O)c1ccc(N2CCN(C(=O)C3CCCN3S(=O)(=O)c3cccc4nsnc34)CC2)cc1 (stereo not given) | ? | .
O=S(=O)(c1ccc(Cl)cc1)N1CCCC1c1nc2ccccc2s1 (stereo not given) | ? | .
C=CCNC(=O)c1ccc(N(Cc2ccccc2)S(C)(=O)=O)cc1 | -16% | -6
CCOc1ccccc1NC(=O)C1=C(C)NC(=O)NC1c1cccs1 (stereo not given) | 14% | 5
O=c1[nH]c(SCc2ccc([N+](=O)[O-])cc2)nc2[nH]ncc12 | ? | .
Cc1cnc(NC(=O)c2ccc(OCC3CCCO3)cc2)s1 (stereo not given) | ? | .
CCOc1ccc(CNc2nnnn2C)cc1OC | i | -17
Cc1ccc2ncccc2c1[N+](=O)[O-] | 9% | -6
Cc1cccc(NC(=O)Cn2nc(C(F)(F)F)cc2C2CC2)c1 | i | 17
Cc1ccc(C(=O)COC(=O)CCC(=O)NC2CCCCC2)cc1[N+](=O)[O-] | ? | .
CCOC(=O)c1ccc(NCc2ccc3c(c2)OCO3)cc1 | ? | .
O=C(O)C(CO)N=Cc1c(O)c2ccccc2oc1=O (stereo not given) | -2% | 0
COc1ccc(C2c3[nH]c4ccccc4c3CCN2CCCn2cccn2)c(C)c1C (stereo not given) | ? | .
Cc1onc(-c2ccccc2)c1C(=O)Nc1ccc(S(=O)(=O)N2CCCCC2)cc1 | ? | .
C=CC[n+]1ccc2ccccc2c1C | 11% | -2
CCN(CC)CCCNC(=O)c1cn(C)c2ccc(S(=O)(=O)N(C)C3CCCCC3)cc2c1=O | -17% | -13
CCOc1ccc(C(=O)NC2CCN(C(=O)NCc3ccccc3)CC2)cc1 | ? | .
COc1cc(OC)cc(C(=O)N2CCC(N3CCCCCC3)CC2)c1 | ? | .
Cc1ccc(S(=O)(=O)N2Cc3ccccc3CC2C(=O)NC(C)(C)C)cc1 (stereo not given) | ? | .
CCC(=O)N[C@@H]1CC(C(C)(C)NC(=O)CC)CC=C1C (stereo not given in full) | ? | .
Cc1cc(=O)[nH]c(N/N=C/c2ccccc2Cl)n1 | i | 6
COc1ccc(N2C(=O)CCC2=O)c(OC)c1 | -6% | 23
COc1ccc(-n2c3c(cc(C(=O)NC4CCSC4=O)c2=O)C(=O)CC(C)(C)C3)cc1 (stereo not given) | 2% | 8
CC1C(=O)N2CCCc3cc(S(=O)(=O)NCc4ccccc4Cl)cc1c32 (stereo not given) | ? | .
O=C(Nc1ccc(Cl)cc1)Nc1ccccc1C(=O)O | 13% | 0
CCCCn1c(N)c(N(CC)C(=O)c2ccc(N3CCCC3=O)cc2)c(=O)[nH]c1=O | -4% | 0
Cn1c(NC(=O)c2ccc3c(c2)OCO3)cc(=O)n(C)c1=O | 2% | -7
O=C1c2ccccc2-c2cccc(C(=O)N3CCCCC3)c21 | 7% | 3
CCCNC(=O)Nc1ccccc1SC | 8%[9.22 µM] | 14
CCOC(=O)Cn1nnnc1C(C(C)C)N(Cc1cccs1)Cc1cc2cc(C)ccc2[nH]c1=O (stereo not given) | ? | .
CCOC(=O)Nc1ccc2c(c1)N(C(=O)C(C)N1CCCC1)c1ccccc1CC2 (stereo not given) | 5% | 9
O=C(CN(c1ccccc1F)S(=O)(=O)c1ccccc1)NC1CCCCCC1 | i | -9

Record cards, as listed above. Order of screens: Lipid storage S3, Lipid storage S3 cell count max
CCOC(=O)c1cn2nc(Oc3cccc(C(F)(F)F)c3)ccc2n1 across the screens: 5%, 1
CC(=O)Nc1ccc(NC(=O)COC(=O)Cc2c[nH]c3ccccc23)cc1 across the screens: ?, .

(cont.)
SMILES | Lipid storage S3 | Lipid storage S3 cell count max
CCN(CC)C(=O)C(=O)N/N=C/c1ccc(C(=O)O)cc1 | -2% | -14
CCc1cccc(N(C(=O)c2csnn2)C(C(=O)NC(C)(C)CC)c2ccccn2)c1 (stereo not given) | i | .
Cc1ccc(Cc2cnc(NC(=O)C3CCCO3)s2)cc1 (stereo not given) | 2.1µM* | 16*
O=C(O)c1cc2c(cc1NC(=O)c1ccccc1OC(F)F)OCCCO2 | ? | .
CCNC(=S)NNC(=O)c1ccccc1Cl | 15% | -6
COc1ccc(-c2cc3nc(CCl)[nH]c(=O)c3s2)cc1 | i | 17
Cc1ccc(OC(=O)c2cc(=O)c3ccccc3o2)cc1 | ? | .
O=c1[nH]c(C2CCN(S(=O)(=O)c3ccc(S(=O)(=O)NC4CC4)cc3)CC2)nc2c1nnn2Cc1cccc(F)c1 | ? | .
CCCCCn1c(SCc2cccc(C)c2)nc2c1c(=O)[nH]c(=O)n2C | ? | .
